# Source: PubChem
# West Nile antiviral = West Nile virus antiviral activity, cell-based, CPE readout (AID 1621) | West Nile virus-infected cells, CPE inhibition; higher % means a stronger effect | CPE inhibition, % at 10 µM, or IC50 in µM where a hit was titrated | 290,000 tested, 0.02% active; in the data active = a potency from the dose series; inconclusive = CPE inhibition mostly from about 3.7% at the one dose, without a potency; inactive = the rest, 99 in 100 with CPE inhibition below about 2.2%; note: strong numbers were not always called active
# RSV antiviral HEp-2 = RSV antiviral activity via CPE protection, HEp-2 cells, primary 10 µM value included (AID 2391). HEp-2 cells, RSV-induced CPE inhibition; higher % means a stronger effect. one-dose CPE inhibition, % at 10 µM; IC50 in µM for titrated hits. 310,000 tested, 0.13% active; in the data active = a potency from the dose series; inconclusive = CPE inhibition mostly from about 23% at the one dose, without a potency; inactive = the rest, 99 in 100 with CPE inhibition below about 21%; note: strong numbers were not always called active
# SV40 large T antigen = SV40 large T antigen inhibitors, biochemical (AID 1903); SV40 large T antigen ATPase/helicase inhibition assay; higher % means a stronger effect; one-dose inhibition, % at 20 µM; IC50 in µM for titrated hits; 310,000 tested, 0.39% active; in the data active = a potency from the dose series; inconclusive = inhibition mostly from about 32% at the one dose, without a potency; inactive = the rest, 99 in 100 with inhibition below about 32%; note: strong numbers were not always called active
# WT yeast gro inh = growth inhibition of WT yeast, mitochondrial fusion screen. mitochondrial fusion phenotypic screen, WT strain. inhibition, % at 10 µM. 190,000 tested, 2.1% active; in the data active = inhibition above about 58%; tested in S. cerevisiae
# XIAP displacement = small molecules displacing peptide from XIAP – biochemical, IAP family, fluorescence polarization (AID 1018) | 200,000 tested, 0.007% active | displacement, % at 20 µM; hits with a dose series show IC50 in µM | XIAP BIR domain, fluorescence polarization peptide displacement; higher % means a stronger effect; in the data active = displacement above about 50%; note: a part of the inactive calls stands beside numbers as strong as those of hits
# Yfh1-depleted yeast = enhancers of respiration in Yfh1-depleted yeast, dose response, Friedreich's ataxia, plus single-dose screen (AID 1465); S. cerevisiae Yfh1-off respiration, WST-1 reduction, 72 h; higher fold induction means a stronger effect; one-dose fold induction at 50 µM; EC50 in µM for titrated hits; 220,000 tested, 0.074% active;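 active = fold induction of absorbance versus untreated yeast above a set limit, then at least 30% activation at any dose in follow-up; inconclusive = repeats straddling the limit, or above it without dose testing; inactive = fold induction below the set limit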;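 note: activators that raise dye reduction in frataxin-depleted yeast; strong numbers were not always called active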
# NS5 inhibitors = Dengue-2 NS5 methyltransferase inhibitors, primary screen, biochemical, confirmation dose response (AID 588689); inhibition, % at 25 µM, or IC50 in µM where a hit was titrated; 340,000 tested, 0.3% active; Dengue-2 NS5 methyltransferase capping enzyme assay, biochemical; higher % means a stronger effect; in the data active = a potency from the dose series; inconclusive = inhibition above about 29% without an active follow-up result
# K1F lysis inhibition = inhibition of K1F phage lysis, E. coli UTI89, bacterial capsule biogenesis inhibitors, alamar blue (AID 488966). E. coli UTI89 K1F phage lysis, alamar blue, 2 h; higher % means a stronger effect. one-dose inhibition, % at 100 µM; IC50 in µM for titrated hits. 340,000 tested, 0.02% active;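 active = phage lysis inhibition, versus mean bacterial control, above a set limit; inconclusive = no clear call, values can overlap the other calls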;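 note: capsule biogenesis inhibitors block K1F phage lysis so surviving cells raise fluorescence; higher fluorescence means more inhibition of phage lysis; actives were called in the ten point dose series up to 300 µM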
# CSM14.1 death rescue = rescue of cells from ER stress-induced death, primary screen, 384-well, CSM14.1, thapsigargin, ATP luminescence (AID 1222). cellular ATP content (survival), % at 20 µM; hits with a dose series show EC50 in µM. 190,000 tested, under 10 active. CSM14.1 thapsigargin-induced death rescue, ATP luminescence; higher % means a stronger effect;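 active = EC50 below 50 µM in the dose-response confirmation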;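 note: death triggered by thapsigargin at about 15 µM added after 2 h compound pretreatment; cell ATP read after overnight thapsigargin exposure of roughly 18 to 22 hours; normalized against plate controls of thapsigargin alone and 5% DMSO vehicle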
# WT yeast gro inh mutant strain = second read-out of WT yeast gro inh, no call of its own (marks repeat the call); inhibition, %; mitochondrial fusion phenotypic screen, mutant strain inhibition
# NS5 inhibitors pilot replicate = second read-out of NS5 inhibitors, no call of its own (marks repeat the call); inhibition, %; measured here: pilot screen replicate inhibition
# Numbers without * were called inactive; i = inactive; ? = inconclusive; · = no result given; [ ] = dose if it differs, or a comment.
SMILES,West Nile antiviral,RSV antiviral HEp-2,SV40 large T antigen,WT yeast gro inh,WT yeast gro inh mutant strain,XIAP displacement,Yfh1-depleted yeast,NS5 inhibitors,K1F lysis inhibition,CSM14.1 death rescue,others
COCCn1nnnc1C(CC(C)C)N1CCN(c2cccc(OC)c2)CC1 (stereo unspecified),-0.1%,·,-1%,4,1,1.3%,i,-8%,-0.1%,-4.6%,
COc1ccc(OC)c(C(=O)C2COC(=O)C2)c1 (stereo unspecified),-0.2%,-0.4%,2%,21,3,-0.3%,i,-6%,0.3%,-1.0%,
Cc1nc(CSc2nnc3scc(-c4ccccc4)n23)cs1,-1.3%,1.1%,7%,-7,-11,-0.4%,i,-10%,0.4%,1.3%,
CCN1C(=O)/C(=C/C=C2/Sc3ccccc3N2CCO)SC1=S,0.0%,-1.6%,1%,53,44,-9.7%,i,-12%,0.0%,0.1%,
COc1ccccc1-c1coc2c(CN3CCN(C)CC3)c(O)ccc2c1=O,0.7%,1.1%,1%,2,-11,-13%,i,-5%,0.4%,-2.4%,
COc1cccc(NC(=O)Cc2nc(-c3ccccc3)sc2-c2ccc(C)cc2)c1,-1.5%,13%,0%,3,-12,-5.5%,i,3%,-0.1%,1.7%,
Cc1cc2nc(C)c(Cl)c(=O)n2[nH]1,0.8%,0.5%,9%,1,-7,-8.4%,i,5%,-0.2%,-0.7%,
c1cncc(-c2csc(NCc3ccco3)n2)c1,0.1%,1.2%,3%,14,13,-4.5%,i,0%,0.1%,-1.6%,
O=C(NC(=O)N1CCSCC1)c1c(Cl)cccc1Cl,0.0%,1.3%,5%,·,·,·,i,6%,-1.0%,·,
CCOC(=O)Cc1ccc(NCc2ccc(Cl)cc2)cc1,-0.1%,-0.4%,27%,8,17,-6.4%,i,7%,0.2%,-1.6%,
COc1ccc(N2C(=O)CC(N3CCC(c4nc5ccccc5[nH]4)CC3)C2=O)cc1 (stereo unspecified),0.3%,-0.6%,19%,14,13,-0.8%,i,-4%,3.5%,4.4%,
CN(C)C(=S)SCC(=O)Nc1cccc(C(F)(F)F)c1,-0.7%,2.0%,10%,-14,-6,-4.8%,i,-1%,0.1%,4.4%,
O=S(=O)(/N=C(\c1ccccc1)N1CCOCC1)c1cccs1,0.2%,0.0%,4%,21,-2,-6.0%,i,3%,1.7%,-1.7%,
COc1ccccc1NC(=O)COC(=O)CCS(=O)(=O)c1ccc(C)cc1,-0.3%,0.6%,7%,·,·,·,·,-3%,1.2%[50 µM],·,
CC(=O)Nc1ccc(OS(=O)(=O)c2cc(Cl)ccc2C)cc1,-0.1%,-0.2%,5%,-3,9,-4.6%,i,-1%,-0.8%,·,
Cc1ccccc1Nc1scc(-c2ccc(Br)cc2)[n+]1-c1ccccc1C,0.7%,5.1%,0%,48,9,-5.3%,i,2%,0.2%,-0.2%,
C=CCNC(=S)N1CCc2[nH]c3ccccc3c2C1,-0.1%,3.1%,-7%,·,·,·,i,·,·,·,
COc1ccccc1CNC(=O)c1cccs1,0.1%,1.9%,2%,5,5,-3.9%,i,-7%,5.0%,-1.4%,
COCCCNCCCCSc1ccc(Cl)cc1,-0.7%,-0.5%,7%,9,24,-2.8%,i,-1%,1.0%[50 µM],-4.8%,
CCOc1cc(N2CCOCC2)c(OCC)cc1NC(=O)c1ccc(S(C)(=O)=O)cc1,0.1%,4.1%,25%,-2,5,-2.7%,i,2%,0.1%,-0.7%,
Cc1cc(C)nc(SC/C=C/c2ccccc2)n1,0.0%,0.3%,-17%,·,·,·,·,3%,-1.5%,·,
CCCCNC(=O)c1cc(-c2ccc(OC)c(OC)c2)on1,-0.3%,0.7%,7%,6,0,-2.4%,i,-1%,2.2%,0.6%,
CCc1cc2c(=O)[nH]c(Cc3ccccc3)nc2s1,-0.2%,1.1%,20%,-10,2,-2.8%,i,-5%,1.8%,-3.0%,
C/C(=N\NC(=O)c1ccc([N+](=O)[O-])cc1)c1cc2ccccc2oc1=O,-0.2%,0.5%,12%,-5,-13,-2.0%,i,6%,0.4%,1.9%,
Cc1ccc(C(=O)NCC(=O)OCCOc2cccc(Cl)c2)cc1,·,-0.1%,16%,·,·,·,·,1%,0.4%[50 µM],·,
CN1CCN(Cc2cc(=O)oc3cc4c(cc23)CCC4)CC1,-0.3%,0.8%,-2%,-12,0,-6.0%,i,-2%,0.3%,4.2%,
CC(=O)c1cccc(NC(=O)C(C)OC(=O)CNC(=O)c2ccc(C)s2)c1 (stereo unspecified),0.4%,-0.2%,9%,-3,11,-12%,i,-10%,3.6%,·,
CCCC(=O)Nc1c2c(nn1-c1ccc(C)cc1)CS(=O)(=O)C2,-0.2%,-1.0%,4%,·,·,·,·,-7%,0.2%,·,
COCCNc1nnc(SC(C)C(=O)Nc2ccc(-c3nc4ccc(C)cc4s3)cc2)s1 (stereo unspecified),0.8%,?,22%,12,1,-3.2%,i,-3%,2.4%,3.2%,
CCOc1ccc(NC(=O)CC2C(=O)N(c3ccccc3)C(=O)N2CCc2cccs2)cc1 (stereo unspecified),-1.3%,5.8%,6%,12,1,0.6%,i,-8%,0.4%,-1.9%,
O=S(=O)(NCc1cn2ccccc2n1)c1cc(F)ccc1F,0.4%,0.9%,3%,-1,-11,-12%,i,2%,-0.3%,-0.9%,
O=C1CCCC2=C1C(c1ccccc1)CC(=O)N2c1ccccc1 (stereo unspecified),0.2%,0.3%,-3%,1,-13,-1.3%,i,1%,0.6%,2.0%,
[2H]C(CCOS(N)(=O)=O)c1ccc(C(C)(C)C)cc1 (stereo unspecified),0.6%,-0.2%,10%,·,·,·,·,-9%,0.0%,·,
COC(=O)c1ccccc1NC(=O)Cn1cc(Br)cn1,0.9%,-1.3%,10%,6,6,-4.1%,i,1%,-0.4%,-0.8%,
COc1ccc(-c2nc3c4ccccc4[nH]c(=O)n3n2)cc1,0.9%,1.0%,1%,-9,1,-5.3%,i,-1%,0.1%,-0.7%,
Cc1ccc2nc(SCC(=O)N3CC(C)OC(C)C3)nc(=O)n2c1 (stereo unspecified),·,0.8%,20%,·,·,·,·,-1%,1.1%[50 µM],·,
O=C(c1cc(-c2cccc(Br)c2)nc2ccccc12)N1CCCC1,-0.5%,8.0%,18%,·,·,·,·,-5%,-0.3%,·,
Cc1cc(SCC#N)n2nc(C)c(-c3ccc(Cl)cc3)c2n1,0.3%,2.9%,21%,10,2,-4.7%,i,-6%,2.2%,0.7%,
Cc1cc(C(=O)CSc2nnc(-c3ccc(F)cc3)o2)c(C)n1CC1COc2ccccc2O1 (stereo unspecified),0.1%,8.0%,4%,0,-14,-8.1%,i,8%,0.0%,-0.1%,
COc1cc(NC(=O)c2nnn(Cc3ccc(SC)cc3)c2N)cc(OC)c1,0.0%,2.6%,5%,-14,0,-3.4%,i,-3%,0.2%,0.4%,
O=c1[nH]cnc2c1cnn2Cc1ccccc1,-0.2%,2.9%,7%,18,6,-6.5%,i,-5%,0.1%,-0.4%,NS5 inhibitors pilot replicate=1.1
Fc1ccc(-n2nnnc2-c2ccccc2Cl)cc1,-1.2%,0.7%,4%,-6,-16,-4.1%,i,-7%,0.9%,-1.1%,
CCn1c(NCc2ccc3c(c2)OCO3)nc2ccccc21,-1.3%,0.6%,-1%,11,4,-3.8%,i,-3%,3.7%,-1.0%,
Cc1ccc2c(c1)CCCN2C(=O)Nc1ccc2c(c1)OCO2,0.3%,0.1%,18%,38,23,-7.7%,i,6%,0.6%,-1.8%,
Nc1cc(N2CCCC2)ccc1[N+](=O)[O-],-1.0%,6.3%,10%,0,-2,-6.1%,i,1%,0.5%,1.2%,
CNC(=S)/N=C/NOCc1c(Cl)cccc1Cl,-1.1%,-0.3%,-1%,41,17,-5.8%,i,-1%,-0.2%,-1.0%,
COc1cccc(OC)c1CNC(=O)C1CCC(=O)N(CC2CCCCC2)C1 (stereo unspecified),-0.2%,13%,-9%,·,·,·,·,5%,0.0%,·,

# Entries above that have a Cl atom, in the order listed:
SMILES,West Nile antiviral,RSV antiviral HEp-2,SV40 large T antigen,WT yeast gro inh,WT yeast gro inh mutant strain,XIAP displacement,Yfh1-depleted yeast,NS5 inhibitors,K1F lysis inhibition,CSM14.1 death rescue,others
Cc1cc2nc(C)c(Cl)c(=O)n2[nH]1,0.8%,0.5%,9%,1,-7,-8.4%,i,5%,-0.2%,-0.7%,
O=C(NC(=O)N1CCSCC1)c1c(Cl)cccc1Cl,0.0%,1.3%,5%,·,·,·,i,6%,-1.0%,·,
CCOC(=O)Cc1ccc(NCc2ccc(Cl)cc2)cc1,-0.1%,-0.4%,27%,8,17,-6.4%,i,7%,0.2%,-1.6%,
CC(=O)Nc1ccc(OS(=O)(=O)c2cc(Cl)ccc2C)cc1,-0.1%,-0.2%,5%,-3,9,-4.6%,i,-1%,-0.8%,·,
COCCCNCCCCSc1ccc(Cl)cc1,-0.7%,-0.5%,7%,9,24,-2.8%,i,-1%,1.0%[50 µM],-4.8%,
Cc1ccc(C(=O)NCC(=O)OCCOc2cccc(Cl)c2)cc1,·,-0.1%,16%,·,·,·,·,1%,0.4%[50 µM],·,
Cc1cc(SCC#N)n2nc(C)c(-c3ccc(Cl)cc3)c2n1,0.3%,2.9%,21%,10,2,-4.7%,i,-6%,2.2%,0.7%,
Fc1ccc(-n2nnnc2-c2ccccc2Cl)cc1,-1.2%,0.7%,4%,-6,-16,-4.1%,i,-7%,0.9%,-1.1%,
CNC(=S)/N=C/NOCc1c(Cl)cccc1Cl,-1.1%,-0.3%,-1%,41,17,-5.8%,i,-1%,-0.2%,-1.0%,
